# Compound activity as filed in PubChem BioAssay.
# M1AAP inhibition: malaria alanyl aminopeptidase activity blockers – biochemical, fluorogenic H-Leu-NHMec substrate, 1536-well (AID 1445); recombinant M1AAP, H-Leu-NHMec fluorogenic kinetic assay; higher % means a stronger effect; one-dose inhibition, % at 30 µM; IC50 in µM for titrated hits; 0.42% of 220,000 active;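 active = primary inhibition above the hit cutoff, then over 50% inhibition at one or more dose response concentrations, cut at about 23% in these data, passing the limit was not always enough; inconclusive = conflicting primary data, or primary hits not chosen for dose response; inactive = low primary inhibition, or under 50% at every dose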;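 also: plate controls were DMSO full reaction for no effect and no enzyme background for full effect; strong numbers were not always called active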
# TNAP activation fold: human TNAP enzyme activators, primary screen, biochemical, luminescent, no phosphate acceptor, uHTS (AID 1001) | purified TNAP, luminescent activation assay, no phosphate acceptor; higher activation fold means a stronger effect | activation fold at 20 µM, or EC50 in µM where a hit was titrated | 0.03% of 200,000 active; in the data active = activation fold from about 3, or a potency from the dose series; inactive = the rest, 99 in 100 with activation fold below about 1.6; also: many of its hits are not listed in these tables
# P. falciparum M17LAP: P. falciparum M17LAP inhibitors, primary screen, biochemical, fluorogenic H-Leu-NHMec substrate, 1536-well (AID 1619). recombinant M17LAP, H-Leu-NHMec fluorogenic kinetic assay; higher % means a stronger effect. inhibition, % at 30 µM; hits with a dose series show IC50 in µM. 0.38% of 220,000 active;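 active = compound inhibiting the enzyme by more than half at any dose during confirmatory dose-response retesting; inconclusive = strong single-dose inhibitors picked by rank but not retested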;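 also: plate controls were full reaction with DMSO carrier for no effect and no enzyme background for full effect; strong numbers were not always called active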
# PMI inhibitors: inhibitors of human PMI, primary screen, biochemical, fluorescence intensity, coupled assay (AID 1209); 0.42% of 190,000 active; purified PMI enzyme, coupled fluorescence intensity; higher % means a stronger effect; inhibition, % at 20 µM; hits with a dose series show IC50 in µM;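 also: plate controls were DMSO vehicle for no effect and wells lacking substrate for full effect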
# CSM14.1 death rescue: rescue of cells from ER stress-induced death, primary screen, 384-well, CSM14.1, thapsigargin, ATP luminescence (AID 1222); CSM14.1 thapsigargin-induced death rescue, ATP luminescence; higher % means a stronger effect; one-dose cellular ATP content (survival), % at 20 µM; EC50 in µM for titrated hits; 190,000 tested, under 10 active;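 active = EC50 below 50 µM in the dose-response confirmation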;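 also: death triggered by thapsigargin at about 15 µM added after 2 h compound pretreatment; cell ATP read after overnight thapsigargin exposure of roughly 18 to 22 hours; normalized against plate controls of thapsigargin alone and 5% DMSO vehicle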
# PMI inhibition: MPI inhibition at elevated mannose 6-phosphate – biochemical, fluorescence intensity, high mannose 6-phosphate, primary screen (AID 1220) | 0.66% of 190,000 active | one-dose inhibition, % at 20 µM; IC50 in µM for titrated hits | recombinant PMI enzyme, coupled fluorescence intensity; higher % means a stronger effect
# XIAP displacement: XIAP antagonists, biochemical, IAP family, fluorescence polarization (AID 1018); XIAP BIR domain, fluorescence polarization peptide displacement; higher % means a stronger effect; one-dose displacement, % at 20 µM; IC50 in µM for titrated hits; 0.007% of 200,000 active; in the data active = displacement above about 50%; also: a part of the inactive calls stands beside numbers as strong as those of hits
# Myeloid diff MLP: myeloid differentiation induction | ER-HoxA9 myeloid progenitors, lysozyme-GFP differentiation, flow cytometry | calls only at 10 µM | 1% of 360,000 active;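 active = normalized GFP-positive differentiation at or above the plate's own cutoff, the solvent-only control mean plus 3 SD; inconclusive = no clear call, values can overlap the other calls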;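 also: cells exposed to compound for four days before flow analysis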
# LYP inhibition: inhibitors of LYP phosphatase, biochemical, fluorescence intensity, uHTS (AID 1779); recombinant LYP phosphatase, fluorescence intensity; higher % means a stronger effect; inhibition, % at 11.5 µM; hits with a dose series show IC50 in µM; 0.054% of 290,000 active;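 also: plate controls were vehicle with enzyme for no effect and no enzyme for full effect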
# Myeloid diff MLP GFP+ MAC1+ %: second read-out of Myeloid diff MLP, no call of its own (marks repeat the call); GFP+ MAC1+ double positive, %; measured here: differentiation confirmed by MAC1 staining
# * marks the source's active call; other numbers are inactive results; i = inactive; ? = inconclusive; . = not tested or not shown. Rule as the data show it, unless noted: active = inhibition above about 50%; inactive = the rest.
no.	compound	M1AAP inhibition	TNAP activation fold	P. falciparum M17LAP	PMI inhibitors	CSM14.1 death rescue	PMI inhibition	XIAP displacement	Myeloid diff MLP	Myeloid diff MLP GFP+ MAC1+ %	LYP inhibition
1	CCOc1ccccc1NC(=O)CSc1nnc(-c2ccccn2)n1Cc1ccco1	12.2%	1	5.9%	-1.0%	-0.2%	5.5%	-4.6%	i	0.8	-0.6%
2	NC(Cc1ccc(Oc2ccc(O)cc2)cc1)C(=O)O (stereo not drawn)	5.3%	1.1	-7.3%	-3.0%	-1.5%	-0.2%	-7.4%	.	.	0.2%
3	COc1ccc(NC(=O)C2CCN(C(=O)c3ccc(OC)cc3)CC2)cc1	-1.1%	1	19.2%	2.4%	1.0%	-3.2%	-4.2%	i	0.7	-6.8%
4	CC1(C)CC2CC(C)(CN2C(=O)COC(=O)c2cc(Cl)cc(Cl)c2N)C1 (stereo not drawn)	4.0%	1.1	-2.4%	7.3%	0.1%	5.3%	-4.2%	i	9.7	-1.8%
5	COc1ccc(N2C(=O)C(F)(F)C2c2ccc(C)cc2)cc1OC (stereo not drawn)	1.7%	1.1	3.1%	5.5%	0.3%	2.0%	-9.4%	i	0.3	2.7%
6	O=C1CC(=O)C(n2cncn2)C(c2ccc(Cl)cc2Cl)C1 (stereo not drawn)	8.7%	1.1	17.9µM*	14.5%	-2.3%	14.4%	-6.1%	i	0.8	2.7%
7	Cc1ccc(NC(=O)c2sc3nc(C)nc(N4CCN(c5ccccn5)CC4)c3c2C)c(C)c1	-2.3%	1	-1.7%	6.8%	-1.5%	6.8%	-2.9%	i	0.4	-1.5%
8	Cc1ccccc1C1C2=C(Nc3[nH]n(-c4ccccc4)c(=O)c31)c1ccccc1C2=O (stereo not drawn)	40.4µM*	0.8	?	-5.4%	7.2%	22.6%	-3.8%	.	.	5.3%
9	CCn1c(SCc2nc3ccccc3c(=O)[nH]2)nnc1-c1cccnc1	4.6%	1.1	3.6%	5.3%	-2.5%	1.7%	-0.9%	i	5.8	0.2%
10	Cc1cc(C)n(-c2cccc(CN(C)Cc3nc(-c4cnccn4)no3)c2)n1	.	1.1	.	8.0%	-0.1%	3.0%	-2.5%	i	1.1	-9.0%
11	CCCN1C(=O)/C(=C/c2cc(C)n(C)c2C)SC1=Nc1ccc(OC)cc1	8.2%	1.1	3.6%	6.7%	-1.0%	26.1%	-15.2%	i	1.3	4.2%
12	Cc1[nH]n(C2=NCCS2)c(=O)c1N=Nc1ccccc1	13.4%	1.1	8.9%	-3.4%	-0.7%	-6.1%	-3.0%	i	0.0	4.8%
13	Cc1csc(N(C)C(=O)CSc2nnc(COc3ccccc3C)o2)n1	4.7%	1.2	-4.9%	10.6%	-0.4%	9.1%	-4.0%	i	1.0	-4.8%
14	COc1ccc(NS(=O)(=O)c2cccc(NC(=O)c3ccc(S(=O)(=O)N4CCCCCC4)cc3)c2)cc1	0.8%	1	-4.2%	2.4%	-3.7%	3.7%	-2.5%	i	1.9	1.9%
15	COc1ccc(-n2c(=S)[nH]c3cc(C(=O)NC4CCCCC4)ccc3c2=O)c(OC)c1	-6.0%	1.1	-4.1%	3.6%	0.4%	1.3%	-4.0%	i	5.3	-7.1%
16	Cc1cc(C)c(C(=O)C[n+]2cccc(C(N)=O)c2)c(C)c1	2.6%	.	9.5%	.	.	.	.	i	0.8	-8.0%
17	CCOC(=O)N1N=C(c2ccc(OC)cc2)CC1(O)C(F)(F)F (stereo not drawn)	-2.6%	1.1	-0.7%	18.1%	-1.4%	9.8%	-7.9%	i	0.1	-10.7%
18	Cc1cc(Nc2nc3ccccc3[nH]c2=O)n(-c2ccccc2)n1	7.0%	1.1	1.0%	4.4%	-1.7%	-4.7%	-4.7%	i	0.9	-12.2%
19	COC(=O)COc1ccc(S(=O)(=O)N2CCCCCC2)cc1	-0.3%	1	-3.2%	-6.9%	-0.9%	1.8%	-9.0%	i	0.1	0.0%
20	CCCC1=C(C(=O)OCC)C(c2ccncc2)n2ncnc2N1 (stereo not drawn)	3.5%	1	5.8%	-1.1%	2.3%	5.0%	-6.1%	i	4.2	-3.6%
21	CCOC(=O)c1c(NC(=O)CSc2nnc(C)c(=O)[nH]2)sc2c1CCC2	9.3%	1.1	7.77µM*	12.4%	-2.9%	7.9%	-2.8%	i	0.6	2.5%
22	CCN(CC(=O)Nc1ccc(Cl)c(C(F)(F)F)c1)CC(=O)NC1CCS(=O)(=O)C1 (stereo not drawn)	-5.4%	1	-1.8%	-4.6%	-9.7%	-5.8%	-15.0%	i	1.0	3.1%
23	COc1ccc(-c2csc(NC(=O)c3ccc(S(=O)(=O)N4CCc5ccccc5C4)cc3)n2)c(OC)c1	1.2%	1	-14.1%	-8.0%	-2.9%	-2.3%	-3.9%	i	0.0	-1.2%
24	O=C(COc1ccc(Cl)cc1)NNC(=O)C(=O)N1CCCCC1	32.2%	1.1	8.6%	15.4%	-1.7%	7.8%	-1.7%	i	11.2	-8.0%

# This is a random part of the collection, and some 2.7% of all compounds hit somewhere here.
